BoNT A protease: BoNT/A light chain protease inhibitors, primary screen, biochemical, flow cytometry, MLPCN library; inhibition, % at 10 µM; multiplex microsphere protease substrate cleavage; AID 588499, 2011; Botulinum neurotoxin type A light chain protease (Clostridium botulinum A str. ATCC 3502); 360,000 compounds, 0.17% hits; further: plate controls were buffer without enzyme for full effect and enzyme alone for no effect
BoNT-F LC inh: BoNT/F light chain protease inhibitors, primary screen, biochemical, flow cytometry, MLPCN library; AID 588497, 2011; 360,000 compounds, 0.22% hits; Botulinum neurotoxin type F light chain protease (Clostridium botulinum); Multiplex microsphere protease cleavage assay; inhibition, % at 10 µM; in the data active means inhibition above about 35%, passing the limit was not always enough; inconclusive means no clear call, values can overlap the other calls; further: plate controls were buffer without enzyme for full effect and enzyme alone for no effect
3CLpro inhibitor: SARS-CoV 3CLpro protease inhibitors, primary screen, biochemical, quenched FRET. Replicase polyprotein 1ab (Severe acute respiratory syndrome coronavirus), P0C6X7. recombinant SARS-CoV 3CLpro, quenched FRET peptide cleavage. inhibition, % at 6 µM. 290,000 compounds, 0.14% hits. AID 1706, 2009; in the data active means inhibition above about 12%
CCHF vOTU inh: CCHFV vOTU protease inhibitors, primary screen, biochemical, Pep-AMC substrate, fluorescence | inhibition, % at 11.5 µM | 370,000 compounds, 0.55% hits | AID 651958, 2012; in the data active means inhibition above about 30%; further: 0% = vehicle wells with enzyme and 100% = no enzyme wells
MazEF act: activators of E. coli MazEF toxin-antitoxin RNase, primary screen, biochemical, fluorescence, uHTS; FAM/BHQ RNA-DNA oligo cleavage fluorescence, 5 h; activation, % at 20 µM; 350,000 compounds, 0.32% hits; AID 504720, 2011; in the data active means activation above about 50%
Target sequence (P0AE70 whole entry, looked up): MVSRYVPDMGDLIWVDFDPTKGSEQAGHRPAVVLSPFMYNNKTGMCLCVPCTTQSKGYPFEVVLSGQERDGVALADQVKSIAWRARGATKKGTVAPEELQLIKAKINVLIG
Anthrax LF inh2: Bacillus anthracis LF protease inhibitors, primary screen, biochemical, multiplex microsphere, MLPCN library | Lethal factor (Bacillus anthracis), P15917 | multiplex microsphere protease cleavage assay | inhibition, % at 10 µM | 360,000 compounds, 0.12% hits | AID 588501, 2011; further: plate controls were buffer without enzyme for full effect and enzyme alone for no effect
Target sequence (P15917 whole entry, looked up): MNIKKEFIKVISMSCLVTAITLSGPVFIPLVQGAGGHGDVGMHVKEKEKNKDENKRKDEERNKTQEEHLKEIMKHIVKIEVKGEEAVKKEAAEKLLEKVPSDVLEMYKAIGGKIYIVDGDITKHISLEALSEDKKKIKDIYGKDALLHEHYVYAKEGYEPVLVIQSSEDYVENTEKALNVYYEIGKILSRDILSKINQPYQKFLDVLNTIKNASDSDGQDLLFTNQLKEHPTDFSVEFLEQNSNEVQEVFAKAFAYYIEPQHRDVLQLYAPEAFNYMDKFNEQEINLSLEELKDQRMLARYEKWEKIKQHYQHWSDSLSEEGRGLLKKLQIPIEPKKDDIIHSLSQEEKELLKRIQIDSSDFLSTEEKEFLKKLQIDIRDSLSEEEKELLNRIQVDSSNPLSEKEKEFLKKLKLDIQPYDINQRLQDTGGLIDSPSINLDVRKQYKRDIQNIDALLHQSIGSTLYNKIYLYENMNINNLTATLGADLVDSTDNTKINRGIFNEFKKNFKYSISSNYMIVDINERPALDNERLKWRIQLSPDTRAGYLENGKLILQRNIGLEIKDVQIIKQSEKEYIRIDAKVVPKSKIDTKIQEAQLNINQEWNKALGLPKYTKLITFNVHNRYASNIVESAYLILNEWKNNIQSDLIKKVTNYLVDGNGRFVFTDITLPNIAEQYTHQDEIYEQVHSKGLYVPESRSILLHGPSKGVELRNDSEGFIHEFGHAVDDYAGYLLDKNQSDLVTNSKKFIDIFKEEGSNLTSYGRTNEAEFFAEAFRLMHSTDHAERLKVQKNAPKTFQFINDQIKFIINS
VHR inh abs: VHR1 phosphatase inhibitors, primary screen, biochemical, absorbance, uHTS | Dual specificity protein phosphatase 3 (Homo sapiens), P51452 | recombinant VHR phosphatase, pNPP absorbance | inhibition, % at 13.3 µM | 290,000 compounds, 0.52% hits | AID 1654, 2009; in the data active means inhibition above about 50%; further: some compounds called inactive have numbers as strong as hits
PrPC TRFRET: inhibitors of human cell surface prion protein PrPC, primary screen, cell-based, TR-FRET | inhibition, % at 13.8 µM | 370,000 compounds, 0.43% hits | TR-FRET read-out; in the data active means inhibition above about 24%; further: 0% = median of the test wells and 100% = reference compound wells
PriA SSB inh: inhibitors of Klebsiella pneumoniae PriA binding to SSB C-terminal tail, primary screen, biochemical, AlphaScreen | PriA–SSB C-terminal tail interaction (Klebsiella pneumoniae) | AlphaScreen SSBct-PriA binding, biotinylated peptide | 430,000 compounds, 0.6% hits | inhibition, % at 33 µM; in the data active means inhibition mostly above about 37%, no sharp cut-off; inactive means mostly below about 20%;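 further: plate controls were negative control peptide for no effect and reference peptide for full effect; strong numbers were not always called active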
Rv3671c inh: Rv3671c serine protease inhibitors, primary screen, biochemical, fluorescence polarization, M. tuberculosis H37Rv. P9WHR9. inhibition, % at 5.96 µM. 320,000 compounds, 0.048% hits. AID 2606, 2010; in the data active means inhibition above about 38%;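 further: extracellular domain of Rv3671c used as enzyme; 0% = enzyme with DMSO and 100% = no enzyme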
An asterisk follows results filed as active; ? = inconclusive; . = no result given; & = joins results of further samples. Unless noted, no stated cut-off is given here; in the data, active means inhibition above about 30%; inconclusive means no clear call, values can overlap the other calls; inactive means below that. This is a subset (hit frequency here may not be typical).

SMILES	BoNT A protease	BoNT-F LC inh	3CLpro inhibitor	CCHF vOTU inh	MazEF act	Anthrax LF inh2	VHR inh abs	PrPC TRFRET	PriA SSB inh	Rv3671c inh
CCCc1nnc(NC(=O)CSc2nnc(-c3ccco3)n2C)s1	-7.7	-1	2	12	11	-7	2	-5	-4	1
Cc1[nH]c(=O)[nH]c(=O)c1/C=C/C(=O)OCC(C)C	0.6	2	0	-1	6	2	4	-6	-15	-3
NC(N)=S	-3.4	-54	.	7	7	-9	.	0	0	-7
CSc1oc(-c2ccccc2)nc1S(=O)(=O)c1ccc(F)cc1	0.2	-4	1	-6	-4	0	10	-1	-22	-1
CCOC(=O)CNC(=O)Cc1ccc(Cl)cc1	0.7	4	5	8	-3	-10	-13	3	-4	8
CCCOC(=O)c1c(NC(=O)/C=C/c2cnn(C)c2C)sc(C(=O)OC)c1C	-0.4	-1	2	.	-10	-1	6	.	-5	-9
COc1cc(C(=O)N2CCCCC2c2cc(C(=O)N3CCOCC3)no2)cc(OC)c1C (centres undefined)	-0.1	-5	.	-8	.	-1	.	-2	.	.
CCOC(=O)C1(Cc2ccc(Cl)cc2)CCN(C(=O)c2sc(C)nc2C)CC1	-0.6	-9	2	10	-9	-1	16	12	-9	-9
Cc1ccc(SCC(=O)N(C)C2CCS(=O)(=O)C2)cc1 (centres undefined)	-0.5	-1	6	-4	6	1	6	-6	6	5
O=c1[nH]c(SCc2ccccc2Cl)nc2c1CCC2	-2.7	-2	0	3	4	-2	-16	-6	-7	4
Cc1cc(C)n(-c2nc(NCCCO)c3c4c(sc3n2)CCCC4)n1	-0.2	4	2	4	5	3	0	-5	-11	2
CCCc1cc(=O)[nH]c(Nc2ccc3c(c2)OCCO3)n1	-0.1	2	1	-3	10	-3	36	12	10	-11
NNC(=O)c1ccccc1OCCOc1ccccc1	-2.0	-2	1	9	3	-5	55*	0	-9	5
O=C(O)c1cccc(Nc2ccnc(Nc3cccc(C(=O)O)c3)n2)c1	-4.4	10	-4	-12	2	2	6	4	5	-3
Cn1cc(CN2C[C@H]3CC[C@H]2C3)c(-c2ccccc2F)n1	0.0	-6	1	-4	-13	2	25	1	-4	6
Nn1c(-c2cccc(O)c2)nnc1-c1cccc(O)c1	0.3	-1	.	-12	11	-4	.	-2	-3	.
COc1cc2[nH]c(=O)n(CCC(=O)N3CCN(Cc4ccc5c(c4)OCO5)CC3)c(=O)c2cc1OC	-1.4	5	-1	3	2	-5	1	3	2	7
C=CCSc1nc(O)c(CC)c(=O)n1C(C)CC (centres undefined)	?	-6	-2	0	-9	-4	-1	-8	-8	-5
COCCCn1c(=NC(C)=O)c(C#N)cc2c(=O)n3cccc(C)c3nc21	-2.5	-60	4	-92	-12	-16	34	4	-7	3
O=C(CS(=O)(=O)Cc1ccccc1)N1CCN(Cc2ccc3c(c2)OCO3)CC1	-0.1	-14	-5	13	2	-2	12	6	-9	3
NS(=O)(=O)c1cc(Cl)c(Cl)c(S(N)(=O)=O)c1	0.4	-1	.	4	6	-2	.	1	1	-4
Cc1ccc(C(=O)CCC(=O)OC(C)C(=O)NC2CCCCC2C)cc1 (centres undefined)	0.1	-14	.	3	-9	3	.	2	4	8
COc1ccc(CNS(=O)(=O)c2cc3c(cc2Cl)NC(=O)CO3)cc1	0.0	-2	-6	-7	9	-7	2	7	-13	4
C[C@@H]1O[C@@H]1P(=O)(O)O	-1.4	-12	.	1	9	-3	.	7	-2	3
CCCCCCSc1cc(-c2nc3ccc(C)cn3c2NCc2ccccc2)ccc1OC	3.2&-0.3	-5&-12	.	4	-8	4&1	.	1	7	10

Quoted at random: 3 compounds from above
SMILES	BoNT A protease	BoNT-F LC inh	3CLpro inhibitor	CCHF vOTU inh	MazEF act	Anthrax LF inh2	VHR inh abs	PrPC TRFRET	PriA SSB inh	Rv3671c inh
Cc1cc(C)n(-c2nc(NCCCO)c3c4c(sc3n2)CCCC4)n1	-0.2	4	2	4	5	3	0	-5	-11	2
CCOC(=O)C1(Cc2ccc(Cl)cc2)CCN(C(=O)c2sc(C)nc2C)CC1	-0.6	-9	2	10	-9	-1	16	12	-9	-9
O=C(O)c1cccc(Nc2ccnc(Nc3cccc(C(=O)O)c3)n2)c1	-4.4	10	-4	-12	2	2	6	4	5	-3

Next records follow:
SMILES	BoNT A protease	BoNT-F LC inh	3CLpro inhibitor	CCHF vOTU inh	MazEF act	Anthrax LF inh2	VHR inh abs	PrPC TRFRET	PriA SSB inh	Rv3671c inh
CCOC(=O)C1CCCN(C(=S)Nc2cc(C)cc(C)c2)C1 (centres undefined)	-0.6	-10	6	-10	0	-2	24	-2	-11	5
COc1cccc(-c2csc3nc[nH]c(=O)c23)c1	1.8	5	0	-16	6	9	2	-2	-7	1
O=C(CCN1C(=O)c2ccccc2C1=O)C1=NN[C@@H]2C(=O)N(c3ccc4c(c3)OCCO4)C(=O)[C@H]12	-0.8	-4	1	2	3	-5	-2	-5	-2	-5
CCOP(=O)(OCC)c1nc(/C=C/c2ccccc2)oc1NCc1ccc(OC)cc1	-6.1	-7	4	-290	0	-14	0	7	-61	-1
COc1cccc(/C=N/Nc2nc(Nc3ccccc3)nc(-n3nc(C)cc3C)n2)c1O	-0.2	-14	2	16	-4	-5	12	5	.	-30
CN(C)C(CNc1ccc(C(F)(F)F)cn1)c1ccccc1 (centres undefined)	4.1	4	2	-10	0	0	26	-1	20	-1
CN(c1ccc(C(=O)N2CCN(c3ccc(F)cc3)CC2)cc1)S(C)(=O)=O	1.0	23	0	8	-4	3	17	-2	-11	-3
Cc1cc(C)c(NC(=S)NCCCSC2CCCCC2)c(C)c1	-1.0	-5	6	16	1	-8	13	2	5	-2
CN(Cc1ccc(F)cc1)C(=O)c1cc(COc2ccc(-n3cncn3)cc2)on1	-0.9	3	-4	0	-5	2	19	21	-3	.
Cc1ccc(C)c(NC(=O)COC(=O)c2ccc(S(=O)(=O)N3CCCCC3)cc2)c1	0.1	-1	.	2	-23	6	.	1	-2	-4
COc1ccc(Cl)cc1NC(=O)c1ccccc1C	-1.0	1	5	13	1	-4	8	-2	-38	-1
COCc1ccc(-c2c(-c3ccc(OC)cc3)oc(=O)c3cc(OC)c(OC)cc23)cc1	0.4	-4	.	-4	3	3	.	-2	-10	-5
COc1cc(NC(=O)c2ccc3c(c2)S(=O)(=O)N=C2CCCCCN23)cc(OC)c1	-3.2	-6	.	-4	6	-2	.	1	0	6
CNc1nc2cc([N+](=O)[O-])c([N+](=O)[O-])cc2nc1NC	2.0	-1	-3	13	9	3	6	5	12	1
COc1ccc(C(=O)N2CCN(c3cccc(Cl)c3)CC2)cc1S(=O)(=O)NC1CC1	-0.4	0	.	-3	4	6	.	1	5	8
CC(=O)Nc1ccc(C(=O)N2CCCCC2c2cc(C(=O)Nc3cccc4c3CCCC4)no2)cc1 (centres undefined)	0.9	2	.	4	.	2	.	3	.	.
Cc1cccc(NC(=O)COC(=O)CN2CCCCCC2=O)c1C	0.4	-3	.	7	13	-1	.	-4	-1	3
C=C(Br)Cn1c(CCC)nc2ccccc21	-0.1	3	3	-2	3	2	5	-1	-15	5
Cc1cccc(OCCn2cccc2/C=C2/C(=O)NC(=O)N(Cc3ccco3)C2=O)c1	-0.9	?	0	-7	2	-9	-10	4	-6	-1
COc1cc(C(=O)OCCCN=C2NS(=O)(=O)c3ccccc32)cc(OC)c1OC	-0.4	3	-1	5	8	-9	25	-9	-13	-12
CCN1c2ccccc2-c2nc3ccccc3n2C1c1ccco1 (centres undefined)	-5.4	-22	2	-242	3	-3	32	9	-19	-7
O=C1C(Cl)=C(N2CCCCCC2)C(=O)N1c1ccccc1Cl	14	19	0	6	-7	1	16	6	-21	-1
Cc1cc(C(=O)Nc2nncs2)oc1C	-2.9	-28	1	7	8	2	-10	-3	-7	-4
Cc1[nH]n(C(N)=S)c(=O)c1N=Nc1ccc(S(=O)(=O)N2CCCCCC2)cc1	?	-12	-2	6	-1	-3	13	-3	-12	10
O=C(NNc1ccccc1[N+](=O)[O-])NC1CCCCC1	0.9	12	3	3	4	-1	33	-20	4	2

Among those listed so far, these have a furan ring, fused or not:
SMILES	BoNT A protease	BoNT-F LC inh	3CLpro inhibitor	CCHF vOTU inh	MazEF act	Anthrax LF inh2	VHR inh abs	PrPC TRFRET	PriA SSB inh	Rv3671c inh
CCCc1nnc(NC(=O)CSc2nnc(-c3ccco3)n2C)s1	-7.7	-1	2	12	11	-7	2	-5	-4	1
Cc1cccc(OCCn2cccc2/C=C2/C(=O)NC(=O)N(Cc3ccco3)C2=O)c1	-0.9	?	0	-7	2	-9	-10	4	-6	-1
CCN1c2ccccc2-c2nc3ccccc3n2C1c1ccco1 (centres undefined)	-5.4	-22	2	-242	3	-3	32	9	-19	-7
Cc1cc(C(=O)Nc2nncs2)oc1C	-2.9	-28	1	7	8	2	-10	-3	-7	-4

The results go on:
SMILES	BoNT A protease	BoNT-F LC inh	3CLpro inhibitor	CCHF vOTU inh	MazEF act	Anthrax LF inh2	VHR inh abs	PrPC TRFRET	PriA SSB inh	Rv3671c inh
O=C(CSc1cccc[n+]1[O-])c1ccc(-c2ccccc2)cc1	0.2	-4	-5	-6	1	-3	34	5	-2	-8
O=C1c2ccccc2C(c2nnnn2Cc2ccccc2)N1CCc1ccc(O)cc1 (centres undefined)	0.3	6	.	2	.	-2	.	1	.	.
CNc1ncc(C(=O)c2ccc(Cl)cc2)s1	0.3	10	-1	3	3	-5	29	62*	-4	-3
Cc1ccc(-c2cnc(C(O)c3cc(C)cc(C)c3)[nH]2)cc1 (centres undefined)	-0.5	-1	.	-11	.	-4	.	2	.	.
CCC(c1nnnn1-c1ccc2c(c1)OCCO2)N1CCN(c2ccccc2OC)CC1 (centres undefined)	-0.5	-2	.	5	.	-1	.	6	.	.
CCCn1c(=N)n(CC(=O)c2ccc(Cl)cc2)c2ccccc21	1.0	22	2	3	23	4	1	-5	-6	7
COc1cccc(-c2sc3ccc(OC)cc3c2C#CC2(O)CCCCC2)c1	0.2	1	.	11	-3	-3	.	5	-6	-58
COc1cc(NC(=O)C2CC(=O)N(Cc3ccco3)C2)cc(OC)c1 (centres undefined)	-29	-45	.	-7	6	-11	.	3	-1	8
COc1cc(OC)c(NC(=O)CCc2nc(-c3ccc(C)cc3)no2)cc1Cl	-0.3	-11	3	0	8	-2	-6	-6	-13	-7
COc1ccc(C2(C(=O)N3CCOCC3)CCCC2)cc1	-0.1	-2	5	13	5	0	23	7	-16	3

Record cards (already shown).
Results for CCC(c1nnnn1-c1ccc2c(c1)OCCO2)N1CCN(c2ccccc2OC)CC1 (centres undefined) → BoNT A protease: -0.5; BoNT-F LC inh: -2; 3CLpro inhibitor: .; CCHF vOTU inh: 5; MazEF act: .; Anthrax LF inh2: -1; VHR inh abs: .; PrPC TRFRET: 6; PriA SSB inh: .; Rv3671c inh: .
Results for CCCn1c(=N)n(CC(=O)c2ccc(Cl)cc2)c2ccccc21 → BoNT A protease: 1.0; BoNT-F LC inh: 22; 3CLpro inhibitor: 2; CCHF vOTU inh: 3; MazEF act: 23; Anthrax LF inh2: 4; VHR inh abs: 1; PrPC TRFRET: -5; PriA SSB inh: -6; Rv3671c inh: 7

Source: PubChem BioAssay
